# Bioassay records as filed in PubChem.
# VLA-4 inh – inhibition in a human VLA-4 binding assay; P13612; VLA-4 expressing cells, ligand binding flow cytometry; inhibition, % (about 7 µM as worked out from the volumes in the protocol); 330,000 tested, 0.2% active; in the data active = inhibition above about 50%
# RPL19A TOR yeast – modulators of TOR pathway RPL19A-GFP in S. cerevisiae. S. cerevisiae RPL19A-GFP strain, flow cytometry, 3 h; hits give low values. percent response vs DMSO, % at 10 µM. 330,000 tested, 0.3% active;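 active = percent response vs DMSO below 50%; inconclusive = fewer than 70 events counted for the yeast strain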;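 note: median channel GFP fluorescence of the barcoded RPL19A-GFP strain; ratio of sample median GFP to plate DMSO average so 100% = DMSO; lower means less RPL19A-GFP as with rapamycin TOR inhibition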
# AGP1 TOR yeast – modulators of TOR pathway AGP1-GFP in S. cerevisiae; S. cerevisiae AGP1-GFP multiplex flow cytometry, 3 h; GFP as percent of DMSO wells; GFP response vs DMSO, % at 10 µM; 320,000 tested, 0.02% active;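 active = GFP response relative to DMSO above a set limit, near screen average plus 3 SD, cut at about 150% in these data; inconclusive = fewer than 70 cells counted for the yeast strain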;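 note: median GFP channel fluorescence of the gated AGP1 strain per well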
# Yeast superoxide – yeast age-related superoxide inhibition as caloric restriction mimetic; S. cerevisiae aged cells, superoxide DHE fluorescence; hits give low values; superoxide response (% of plate mean), % at 10 µM; 330,000 tested, 0.18% active;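 active = superoxide response under a set limit, about three screen SD below normal, cut at about 65% in these data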;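 note: yeast aged for seven days with compound at 30 °C before DHE staining; 100% = average MFI of all compound-treated wells on the plate with controls excluded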
# MEP2 TOR yeast – yeast TOR pathway MEP2-GFP modulation; S. cerevisiae MEP2-GFP strain, flow cytometry GFP, 3 h; 100% = DMSO control level; GFP response vs DMSO, % at 10 µM; 330,000 tested, 0.51% active; AID 2016;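 active = GFP response versus DMSO above a set limit, roughly screen mean plus 3 SD, cut at about 180% in these data; inconclusive = fewer than 70 cells counted for a yeast strain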;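 note: median GFP fluorescence of the barcode-gated MEP2-GFP cells per well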
# LAP4-GFP MLPCN – alters LAP4-GFP fluorescence in TOR pathway yeast screen. GFP response vs DMSO, % at 10 µM. AID 2023. S. cerevisiae LAP4-GFP multiplex, flow cytometry GFP, 3 h; median GFP as percent of DMSO wells. 320,000 tested, 0.34% active;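 active = GFP response vs DMSO above a set limit, about the screen mean plus 3 SD, cut at about 150% in these data; inconclusive = under 70 cell events counted for the yeast strain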
# CIT2 TOR yeast – yeast TOR pathway CIT2-GFP modulation; 320,000 tested, 0.065% active; S. cerevisiae CIT2-GFP strain, flow cytometry, 3 h; 100 means same as DMSO wells; GFP response vs DMSO, % at 10 µM;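 active = GFP response relative to DMSO above a set limit, near the screen mean plus 3 SD, cut at about 150% in these data; inconclusive = Fewer than 70 cells measured for a yeast strain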;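 note: ratio of well median GFP fluorescence to mean of DMSO wells on the plate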
# GRK2 inh – blocks RNA aptamer binding to human GRK2; bead flow cytometry, FAM-aptamer displacement from GRK2; 330,000 tested, 0.59% active; P25098; inhibition of aptamer binding, % at 10 µM;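 active = inhibition of aptamer binding above 40%, roughly 3 SD of noise, on plates passing a quality check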;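 note: median bead fluorescence of bound FAM aptamer so fluorescent compounds give negative values; no value below 0 was filed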
# Target sequence (P25098 whole entry, looked up): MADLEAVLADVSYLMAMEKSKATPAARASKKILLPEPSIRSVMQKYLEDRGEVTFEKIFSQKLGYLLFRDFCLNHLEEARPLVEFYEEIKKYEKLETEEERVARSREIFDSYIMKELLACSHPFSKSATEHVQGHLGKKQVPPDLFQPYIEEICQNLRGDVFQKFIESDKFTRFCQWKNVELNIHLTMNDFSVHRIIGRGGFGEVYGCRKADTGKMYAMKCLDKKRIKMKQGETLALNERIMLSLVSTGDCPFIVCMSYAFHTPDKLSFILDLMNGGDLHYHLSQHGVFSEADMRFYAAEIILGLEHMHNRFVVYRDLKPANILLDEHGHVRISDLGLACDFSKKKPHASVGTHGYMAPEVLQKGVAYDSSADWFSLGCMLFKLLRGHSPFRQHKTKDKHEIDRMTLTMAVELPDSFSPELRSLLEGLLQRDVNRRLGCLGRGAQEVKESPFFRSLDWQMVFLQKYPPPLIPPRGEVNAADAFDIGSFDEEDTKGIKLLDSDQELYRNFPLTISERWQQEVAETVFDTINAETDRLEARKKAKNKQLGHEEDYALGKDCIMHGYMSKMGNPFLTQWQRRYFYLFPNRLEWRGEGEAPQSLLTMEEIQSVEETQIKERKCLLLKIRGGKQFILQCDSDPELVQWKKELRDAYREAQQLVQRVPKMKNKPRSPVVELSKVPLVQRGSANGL
# An asterisk follows results filed as active; i = inactive; ? = inconclusive; · = not tested or not shown; [ ] = remark or other dose.
SMILES,VLA-4 inh,RPL19A TOR yeast,AGP1 TOR yeast,Yeast superoxide,MEP2 TOR yeast,LAP4-GFP MLPCN,CIT2 TOR yeast,GRK2 inh
O=C(CSc1nnc(COc2ccccc2)o1)N1CCCCC1,11,97[may fluoresce violet],11[may fluoresce violet],94,147[may fluoresce violet],79[may fluoresce violet],?,0
COC(=O)c1cc(C(=O)c2ccc(C(C)(C)C)cc2)c[nH]1,-1,102,93,141,101,92,102,0
Cc1ccc(S(=O)(=O)C(C#N)c2nc3ccccc3nc2N2CCCC2)cc1C (stereo not drawn),-138,99,95,71,96,109,98,3
CC(C)Cc1nc(NCCN2CCOCC2)c(C#N)c2c1COC(C)(C)C2,8,99,102,82,104,102,105,2
CCC(C)c1ccc(NC(=S)NCc2ccccn2)cc1 (stereo not drawn),4,94,69,101,84,90,85,5
CC(=O)N1CCN(C(=O)CSc2ncnc3sc(C)c(C)c23)CC1,-4,99,104,97,109,102,115,0
O=C(CN1C(=O)NC2(CCCCC2)C1=O)Nc1ccc(Cl)cc1,-3,100,100,121,100,97,97,3
O=C(Nn1c(O)c(C=C2N=c3ccccc3=N2)sc1=S)c1ccccc1Cl,-9,98,106,108,106,104,94,9
CCc1ccc(Nc2n[n+](-c3ccccc3)c(-c3ccc(N(CC)CC)cc3)s2)cc1,i,109,94,98,148,150,114,0
CCN(CC)C(=O)C(=O)c1cccn1-c1cccc(-n2cccc2C(=O)C(=O)N(CC)CC)c1C#N,-1,104,105,96,108,104,102,2
COc1ccc(/C=N/NC(=O)c2c(C)nc3ccc(Br)cn23)cc1OC,19,100,109,96,104,117,99,3
CN(C(=O)CSc1nc2ccc(Cl)cc2[nH]1)C1CCS(=O)(=O)C1 (stereo not drawn),-5,105,105,106,116,105,109,0
Cc1cc(C)n2c(SCC(=O)NC3CCCCC3C)nnc2n1 (stereo not drawn),0,102,78,98,68,102,94,1
Cc1ccc(C(=O)N(C)Cc2ccc(N3CCOCC3)cc2)cc1S(=O)(=O)NCc1ccccc1,-8,?,?,79,?,?,?,0
Cc1cccc(-c2nc(CN3CCN(Cc4cccc(F)c4)CC3)c(C)o2)c1,-7,94,91,115,96,92,91,29
CCN(CC(=O)NCc1ccc(Cl)cc1)C(=O)CSc1ccc(F)cc1,14,93,92,108,106,99,93,1
O=C(Nc1ccc2oc(-c3ccc4ccccc4c3)nc2c1)c1ccc2c(c1)OCCO2,16,102,106,114,109,95,107,0
COC(=O)c1ccc(/C=C/C(=O)OCC(=O)Nc2sccc2C(N)=O)cc1,0,104,102,76,101,92,106,0
CCOC(=O)C1CCN(S(=O)(=O)c2c(C)n[nH]c2C)CC1,9,101,99,110,99,96,98,7
CC(=O)c1cccc(CN2CCN(Cc3ccc(C)cc3)C(CCO)C2)c1 (stereo not drawn),-4,100,102,105,108,104,105,0
O=C(NCc1ccccc1)C1COc2ccccc2O1 (stereo not drawn),1,94,92,104,96,98,95,0
CCOC(=O)C1=C(COC(=O)c2cccnc2SC)NC(=O)NC1C (stereo not drawn),-4,95,91,109,95,88,94,5
COc1ccc(OCC(=O)Sc2ccc(C)cc2)cc1,1,98,105,87,101,110,107,1
CCn1c(SCC(=O)N2CCCC2)nc2c(c1=O)SCC2,10,95,99,92,96,96,98,0
CC(CN1CCOCC1)C(=O)O (stereo not drawn),11,100,100,112,97,92,89,0

# (continued)
SMILES,VLA-4 inh,RPL19A TOR yeast,AGP1 TOR yeast,Yeast superoxide,MEP2 TOR yeast,LAP4-GFP MLPCN,CIT2 TOR yeast,GRK2 inh
CSC1=C(C#N)C(CC(C)C)C2=C(CCCC2=O)N1 (stereo not drawn),9,100,109,107,99,107,71,0
O=C(O)C1CC(c2cccc(Br)c2)=NO1 (stereo not drawn),13,101,106,115,107,100,101,0
CCn1c(SCC(=O)NC2CC2)nnc1-c1ccc(F)cc1,-1,95,102,118,90,82,91,0
C=CCNc1nc(N2CCOCC2)c(C#N)c2c1CN(C)CC2,-19,97,100,92,94,99,103,0
COCc1nnc(NS(=O)(=O)c2ccc(NC(C)=O)cc2)s1,10,99,99,104,96,97,98,0
CCOC(=O)c1ccc(S(=O)(=O)n2c(=O)oc3ccccc32)cc1,-14,99,102,102,101,104,96,1
CCN(CC)c1ccc(NC(=O)CCS(=O)(=O)c2ccc(Br)cc2)c(C)c1,22,95,93,92,98,92,96,83*
O=C(NCc1ccco1)C(=O)c1cn(CC(=O)N2CCCC2)c2ccccc12,32,102,94,89,99,98,99,0
Cc1ccc(S(=O)(=O)N2CCOCC2)cc1C(=O)NCc1ccc(F)cc1,23,98,96,94,96,101,98,0
CCC(=O)Nc1nonc1-c1nc2ccccc2n1CC(C)C,-4,96,97,97,94,89,105,2
O=C(CCSCCc1ccccn1)Nc1ccc(Cl)cn1,-7,·,105,84,105,109,112,3
Cc1ccnc(SCCn2c(N3CC(C)OC(C)C3)nc3c2c(=O)n(C)c(=O)n3C)n1 (stereo not drawn),8,100,103,96,95,97,96,1
Cc1cccc(NC(=S)N(CCN(C)C)Cc2cccs2)c1,2,102,103,99,103,102,109,0
COc1ccc(CCN2Cc3c(cccc3[N+](=O)[O-])C2=O)cc1OC,-2,79[may fluoresce violet],85[may fluoresce violet],98,79[may fluoresce violet],82[may fluoresce violet],?,0
O=C(CN1C(=O)C2CC=CCC2C1=O)Nc1nccs1 (stereo not drawn),0,99,105,101,101,109,105,0
CCOC(=O)c1c(NC(=O)c2ccc(S(=O)(=O)N(C)CC3CCCO3)cc2)sc2c1CC(C)(C)NC2(C)C (stereo not drawn),6,95,96,106,103,98,101,0
Cc1nn(-c2nnc(NCc3ccccc3)nn2)c(C)c1Br,-7,96,94,63*,104,111,93,10
COc1cc(NC(=O)CCC(=O)O)nc(OC)n1,12,93,·,132,92,101,97,3
CC(=O)Nc1ccc(NC(=O)Oc2ccccc2)cc1,4,106,112,97,109,113,112,0
Cc1ccccc1OCC(=O)Nc1ccc(N2CCN(C(=O)c3ccco3)CC2)cc1,20,102,99,108,106,107,99,0
Cc1ccc(C(=O)N2CCc3ccccc3C2)cc1S(=O)(=O)N1CCOCC1,-6,97,104,98,93,97,99,4
CCOc1ccc2nc(NS(C)(=O)=O)sc2c1,15,96,92,101,96,99,90,0
O=C(COC(=O)CCSc1ccc(F)cc1)NCc1ccc(F)cc1,-9,100,100,93,97,92,104,2
CSc1ccccc1C(=O)NC1CCCC1,3,94,97,96,94,99,96,2
CC1(C)Cc2c(sc3[nH]c(=S)[nH]c(=O)c23)CO1,1,101,102,109,96,98,88,2

# Compound profiles, from the list above.
# O=C(CN1C(=O)C2CC=CCC2C1=O)Nc1nccs1 (stereo not drawn) across the screens: VLA-4 inh: 0; RPL19A TOR yeast: 99; AGP1 TOR yeast: 105; Yeast superoxide: 101; MEP2 TOR yeast: 101; LAP4-GFP MLPCN: 109; CIT2 TOR yeast: 105; GRK2 inh: 0
# COc1ccc(CCN2Cc3c(cccc3[N+](=O)[O-])C2=O)cc1OC across the screens: VLA-4 inh: -2; RPL19A TOR yeast: 79[may fluoresce violet]; AGP1 TOR yeast: 85[may fluoresce violet]; Yeast superoxide: 98; MEP2 TOR yeast: 79[may fluoresce violet]; LAP4-GFP MLPCN: 82[may fluoresce violet]; CIT2 TOR yeast: ?; GRK2 inh: 0

# (cont.)
SMILES,VLA-4 inh,RPL19A TOR yeast,AGP1 TOR yeast,Yeast superoxide,MEP2 TOR yeast,LAP4-GFP MLPCN,CIT2 TOR yeast,GRK2 inh
CCCCN(Cc1ccco1)C(=O)c1cc2c(=O)[nH]c3ccc(C)cc3c2s1,6,91,92,109,95,89,83,1
Cc1ccc(N/C=C/C(=O)c2cccs2)cc1C,5,93,·,86,98,102,92,0
COc1ccccc1OCC(=O)NCCNC(=O)COc1ccccc1OC,-9,103,107,102,101,99,98,2
COc1ccc(C2C3=C(CC(C)(C)CC3=O)Oc3ncn(CCCn4ccnc4)c(=N)c32)cc1 (stereo not drawn),90*,89,99,104,105,95,92,0
CCCN1C(=O)SC(CC(=O)Nc2ccc(C)cc2)C1=O (stereo not drawn),8,91,93,82,97,92,93,0
O=C(OCc1cc(=O)n2cc(Br)ccc2n1)C1COc2ccccc2O1 (stereo not drawn),26,97,101,92,103,104,97,3
CCOc1ccc(S(=O)(=O)NCc2cccnc2)cc1NC(=O)c1ccccc1F,1,103,102,107,103,99,99,2
CC1CC(C)CN(C(=O)c2cccc(S(=O)(=O)Nc3cc(C(F)(F)F)ccc3Cl)c2)C1 (stereo not drawn),9,101,90,88,103,85,93,0
COc1ccc(S(=O)(=O)NCCc2cn3nc(C)c(C)nc3n2)cc1,6,103,110,96,97,99,104,0
COCCCN1C(=O)c2ccc(C(=O)OCC(=O)NCc3ccccc3OC)cc2C1=O,-4,90,92,104,90,87,90,0
CCN(CC)S(=O)(=O)c1cc(NC(=O)CN2C(=O)NC(C)(c3ccccc3)C2=O)ccc1C (stereo not drawn),-2,82,68,101,81,75,89,5
Cc1c(NC(=O)c2ccc3c(c2)OCO3)cccc1-c1nc2ncccc2o1,31,102,103,114,95,102,86,1
CCCCc1nc(SCCOC)c2c(=O)n(C)c(=O)n(C)c2n1,3,94,91,132,99,92,89,2
Cc1nc(NC(=O)/C=C/c2ccccc2)sc1C(=O)Nc1ccccc1,38,101,106,78,107,99,108,0
COc1ccc(S(=O)(=O)NC(C)CCc2ccccc2)cc1 (stereo not drawn),10,97,101,102,97,102,96,0
O=S(=O)(c1ccc(-c2ccccn2)s1)N1CCC2(CC1)OCCO2,14,98,106,92,99,113,101,0
Cc1ccc(N(CC(=O)NC2CC3CCC2C3)S(C)(=O)=O)cc1C (stereo not drawn),13,96,94,107,96,86,·,9
Cc1ccc(C2CC2/C(=N/O)c2ccc(F)cc2)cc1 (stereo not drawn),0,97,92,122,98,110,87,1
CCc1ccc(CNC(=O)CN2C(=O)COc3ccccc32)cc1,-3,99,101,99,103,99,109,0
CC(NCC1COc2ccccc2O1)C(=O)NCc1ccccc1 (stereo not drawn),22,102,100,83,105,87,104,0
O=C(COC(=O)c1ccco1)Nc1cccc(S(=O)(=O)N2CCCCC2)c1,-5,95,97,98,101,100,93,1
NS(=O)(=O)c1cccc(NC(=O)CN2C(=O)C(=O)N(Cc3ccccc3)C2=O)c1,-7,96,100,101,102,97,102,1
O=C(NNC(=O)[C@H]1CC=CC[C@H]1C(=O)O)c1ccc(Cl)cc1Cl,-7,104,104,109,112,102,108,1
O=C(CN1CCOCC1)Nc1cccc(C(=O)Nc2cccc(C(F)(F)F)c2)c1,-4,101,106,86,108,110,98,2
Cc1ccc(NC(=O)CN2C(=O)C3CCCCN3C(=O)c3ccccc32)cc1 (stereo not drawn),2,92,88,109,?,77,93,3

# New compounds follow.
SMILES,VLA-4 inh,RPL19A TOR yeast,AGP1 TOR yeast,Yeast superoxide,MEP2 TOR yeast,LAP4-GFP MLPCN,CIT2 TOR yeast,GRK2 inh
O=C(c1ccc([N+](=O)[O-])o1)N1CCN(c2nc3ccc(F)cc3s2)CC1,3,93,90,94,96,163*,78,0
COC(=O)c1cc(NC(=O)c2c(-c3c(Cl)cccc3Cl)noc2C)ccc1N1CCOCC1,25,98,103,79,100,111,92,3
CSc1ncccc1C(=O)NC(C)C1CC2CCC1C2 (stereo not drawn),25,106,101,86,100,93,104,1
O=C(NN1CCN(Cc2ccccc2Cl)CC1)c1ccc(Cl)cc1,10,96,101,114,100,104,99,0
c1ccc2[nH]c(NCc3ccc4c(c3)OCO4)nc2c1,19,95,100,94,100,100,104,4
C=CCc1ccc(OCc2ccc(C(=O)O)o2)c(OC)c1,7,106,99,87,108,95,103,0
CCC(C)c1ccccc1NC(=O)COC(=O)CCc1cc(OC)c(OC)c(OC)c1 (stereo not drawn),-1,100,100,88,94,99,97,1
CCS(=O)(=O)N1N=C(c2ccccc2)CC1c1ccc2nccnc2c1 (stereo not drawn),-29,103,102,92,100,95,108,·
